Bim-Bcl-2: inhibitors of Bim-Bcl-2 interaction, human | inhibition, % at 10 µM | Bead-based flow cytometry, Bim peptide-Bcl-2 binding | hit rate 0.06% among 190,000 | P10415; in the data active = inhibition above about 40%;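 also: 0% = no compound wells with probe peptide and 100% = reference peptide inhibitor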
Target sequence (P10415 whole entry, looked up): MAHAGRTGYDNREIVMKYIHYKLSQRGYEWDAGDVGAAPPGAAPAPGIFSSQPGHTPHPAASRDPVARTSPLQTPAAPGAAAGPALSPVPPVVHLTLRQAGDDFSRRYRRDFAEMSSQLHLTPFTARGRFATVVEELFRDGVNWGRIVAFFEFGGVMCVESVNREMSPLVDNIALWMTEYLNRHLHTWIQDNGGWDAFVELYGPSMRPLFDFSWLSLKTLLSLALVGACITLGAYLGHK
Bim-Bcl-XL: disrupts Bim peptide binding to human Bcl-XL; inhibition, % at 10 µM; bead flow cytometry, fluorescence; Q07817; hit rate 0.04% among 190,000
Target sequence (Q07817 whole entry, looked up): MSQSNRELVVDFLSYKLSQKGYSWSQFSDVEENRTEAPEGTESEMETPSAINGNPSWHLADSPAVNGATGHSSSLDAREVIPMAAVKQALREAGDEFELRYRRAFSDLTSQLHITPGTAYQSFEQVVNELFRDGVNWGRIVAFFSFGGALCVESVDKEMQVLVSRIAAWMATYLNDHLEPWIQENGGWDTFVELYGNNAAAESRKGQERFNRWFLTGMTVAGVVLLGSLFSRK
Rab2A wt mod: changes GTP binding to wildtype dog Rab2A, up or down | hit rate 0.19% among 190,000 | GTP binding activity, % at 10 µM | P61105 | GST-Rab2 wt beads, Bodipy-GTP binding, flow cytometry;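 active = GTP binding activity at least 20 points away from 100%, either lowered or raised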;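 also: 0% = beads with excess unlabeled GTP and 100% = no-compound control corrected for plate trend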
Bcl-W Bim block: inhibitors of Bim-Bcl-W interaction, human. Q92843. bead-based flow cytometry, Bim peptide-Bcl-W binding. inhibition, % at 10 µM. hit rate 0.02% among 190,000;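 also: 0% = bound tracer without compound and 100% = peptide blocker; higher means less fluorescent Bim peptide bound to Bcl-W beads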
Target sequence (Q92843 whole entry, looked up): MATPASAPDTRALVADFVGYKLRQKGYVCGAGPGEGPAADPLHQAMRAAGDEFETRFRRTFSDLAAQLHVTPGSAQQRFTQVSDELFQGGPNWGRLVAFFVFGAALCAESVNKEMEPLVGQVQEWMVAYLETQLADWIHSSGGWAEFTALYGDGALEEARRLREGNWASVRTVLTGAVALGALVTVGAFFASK
Bim-Bcl-B: inhibitors of Bim-Bcl-B interaction, human; AID 951; inhibition, % at 10 µM; hit rate 0.073% among 190,000; Q9HD36; bead-based flow cytometry, Bim peptide-Bcl-B binding;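 also: 0% = tracer peptide without compound and 100% = reference inhibitor peptide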
Bim-Bfl-1: inhibitors of Bim-Bfl-1 interaction, human. AID 1008. Bead-based flow cytometry, Bim-Bfl-1 binding inhibition. inhibition, % at 10 µM. Q16548. hit rate 0.12% among 190,000;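 also: 0% = wells without compound plus tracer and 100% = blocker peptide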
HRas wt GTP: human HRas wildtype GTP binding, change in either direction | GST-Ras wt beads, Bodipy-FL-GTP binding, flow cytometry; actives lie on both sides | GTP binding activity, % at 10 µM | hit rate 0.14% among 190,000 | AID 759;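 active = GTP binding activity at least 20% away from the 100% baseline, either lowered as inhibitor or raised as activator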;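 also: 0% = unlabeled GTP competition control and 100% = no-compound control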
Target sequence (P01112 whole entry, looked up): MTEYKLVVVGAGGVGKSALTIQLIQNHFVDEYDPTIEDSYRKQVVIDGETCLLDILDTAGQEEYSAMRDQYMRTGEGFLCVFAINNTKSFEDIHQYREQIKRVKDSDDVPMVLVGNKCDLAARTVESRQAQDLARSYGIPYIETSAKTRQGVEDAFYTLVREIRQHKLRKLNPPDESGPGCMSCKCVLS
Rab7 wt modul: dog Rab7 wildtype GTP binding, inhibitors and activators; GST-Rab7 beads, fluorescent GTP binding, flow cytometry; actives lie on both sides; untreated = 100%, excess cold GTP = 0%; GTP binding activity (percent of control), % at 10 µM; hit rate 0.055% among 190,000;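 active = fluorescent GTP binding to Rab7 beads changed by at least 20 points from the 100% baseline, either direction, mostly lower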;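 also: median green fluorescence of bound Bodipy-FL-GTP per Rab7 bead population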
Rac1 wt modul: modulators of human Rac1 wildtype GTP binding | P63000 | GST-Rac1 beads, fluorescent GTP binding, flow cytometry; actives lie on both sides; 0 = cold GTP competed, 100 = untreated | GTP binding activity (% of control), % at 10 µM | hit rate 0.27% among 190,000 | AID 757;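 active = GTP binding activity at least 20 points away from the 100% control level, either lower or higher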
Rac1 act GTP bind: human Rac1 activated mutant GTP binding change. hit rate 0.11% among 190,000. P63000. GST-Rac1 activated beads, fluorescent GTP binding, flow cytometry; actives lie on both sides; 100% means binding = to untreated wells. percent activity (GTP binding), % at 10 µM;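 active = GTP binding at least 20 percentage points away from the 100% baseline, in either direction, so actives lie on both sides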
Cdc42 wt: modulators (inhibitors or activators) of GTP binding to human Cdc42 wildtype; P60953; GST-Cdc42 beads, Bodipy-GTP binding, flow cytometry; actives lie on both sides; percent activity (GTP binding), % at 10 µM; hit rate 0.2% among 190,000;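 active = percent activity GTP binding at least 20 points away from the 100% baseline, either down as inhibitor or up as activator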;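 also: median bead fluorescence of bound Bodipy-FL-GTP at 100 nM; 0% = excess unlabeled GTP control and 100% = no compound control; below 100% means less GTP binding so inhibitor and above means activator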
* hit, by the source's call. Rule as the data show it, unless noted: active = inhibition above about 40%. The order is random (roughly 0.62% active in at least one column).

SMILES	Bim-Bcl-2	Bim-Bcl-XL	Rab2A wt mod	Bcl-W Bim block	Bim-Bcl-B	Bim-Bfl-1	HRas wt GTP	Rab7 wt modul	Rac1 wt modul	Rac1 act GTP bind	Cdc42 wt
CCOC(=O)C1CCN(C(=O)C2CCN(S(=O)(=O)CC)CC2)CC1	-2.0	-3.0	110.0	-1.0	-1.0	-1.0	108.0	106.0	115.0	101.0	111.0
CC(=O)CSc1nc(N(C)C)nc(N(C)C)n1	-1.0	-1.0	97.0	-3.0	-7.0	-4.0	99.0	100.0	104.0	97.0	99.0
COc1cc(NS(=O)(=O)c2ccc(Nc3nc(-c4cccc([N+](=O)[O-])c4)cs3)cc2)nc(OC)n1	-3.0	-4.0	92.0	-2.0	-7.0	-2.0	91.0	97.0	92.0	89.0	86.0
CCN(CC1CCCO1)C(=O)CCc1nnc(Cc2ccc3c(c2)OCO3)o1 (stereo not given)	-3.0	2.0	96.0	-3.0	4.0	-2.0	96.0	93.0	95.0	95.0	98.0
Cc1c(CNC2CCC(C)CC2)c(C(=O)O)c(C)n1Cc1ccccc1 (stereo not given)	-12.0	-9.0	106.0	-4.0	-3.0	-18.0	103.0	102.0	107.0	103.0	105.0
CC(=O)SC(C)CC(=O)Nc1ccccc1 (stereo not given)	-4.0	-1.0	101.0	2.0	-6.0	-9.0	103.0	100.0	106.0	103.0	104.0
O=C(CN1CCN(C(c2ccccc2)c2ccccc2)CC1)NC(=O)NCc1ccco1	-1.0	-1.0	105.0	-3.0	0.0	1.0	105.0	101.0	104.0	101.0	106.0
O=C(/C=C/Nc1ccc(F)cc1)c1ccc(Oc2ncccn2)cc1	-7.0	-8.0	100.0	1.0	-10.0	-11.0	100.0	100.0	101.0	100.0	100.0
O=c1oc2ccccc2c2c1C(c1ccc(Cl)cc1)Nc1ccc3ccccc3c1-2 (stereo not given)	-4.0	-2.0	107.0	2.0	-2.0	-7.0	109.0	109.0	108.0	104.0	106.0
COc1ccc(S(=O)(=O)N2CCN(C(=O)Cc3cccs3)CC2)cc1	-4.0	-4.0	99.0	-7.0	-9.0	-10.0	101.0	98.0	103.0	99.0	101.0
CCOC(=O)c1c(-c2ccc(-c3ccccc3)cc2)csc1NC(=O)C1C2CCC(O2)C1C(=O)O (stereo not given)	-5.0	-7.0	99.0	-2.0	-11.0	-2.0	97.0	101.0	102.0	96.0	96.0
O=C(OCC(=O)N1CCc2ccccc2C1)c1cccnc1Cl	1.0	0.0	98.0	3.0	-1.0	-2.0	99.0	107.0	99.0	98.0	95.0
Cc1ccccc1OCCc1c(C)[nH]c(=S)[nH]c1=O	-7.0	-5.0	94.0	-6.0	-10.0	-8.0	94.0	94.0	94.0	94.0	90.0
O=C(Cc1cccs1)Nc1ccccc1NC(=O)Cc1cccs1	-12.0	-3.0	97.0	-3.0	-10.0	-12.0	98.0	97.0	99.0	97.0	100.0
Cc1ccc(C(C)C)c(OCCN2C(=O)NC(C)(C)C2=O)c1	-10.0	-1.0	98.0	0.0	-3.0	-13.0	100.0	102.0	102.0	99.0	101.0
Cc1cccc(N2CCN(C(=O)C3CCN(S(=O)(=O)c4cccc5nsnc45)CC3)CC2C)c1 (stereo not given)	-3.0	3.0	97.0	2.0	-5.0	-6.0	99.0	99.0	100.0	97.0	97.0
CCCOC(=O)C1=C(C)NC2=C(C(=O)CC(C)(C)C2)C1c1ccc(N(C)C)cc1 (stereo not given)	-6.0	-6.0	99.0	-2.0	-13.0	-9.0	103.0	99.0	106.0	95.0	102.0
Cc1cc2oc3c(c(=O)c2cc1C)C(c1ccc(F)cc1)N(CCCN1CCOCC1)C3=O (stereo not given)	-2.0	-5.0	100.0	1.0	-3.0	-6.0	102.0	101.0	107.0	101.0	101.0
CCOc1ccc(NC(=O)CC2C(=O)N(c3ccccc3)C(=O)N2CCc2cccs2)cc1 (stereo not given)	0.0	-2.0	100.0	-2.0	-4.0	1.0	102.0	101.0	105.0	101.0	103.0
O=C(Nc1ccc(N2CCOCC2)cc1)C1(c2ccc(Cl)cc2)CCC1	-5.0	-5.0	98.0	-3.0	-3.0	-6.0	99.0	103.0	99.0	97.0	96.0
CC(C)COC(=O)n1c(=O)oc2cc(S(=O)(=O)N3CCCCC3)ccc21	-8.0	-1.0	99.0	2.0	-4.0	-8.0	102.0	97.0	108.0	100.0	104.0
O=C(CN1CCN(c2ccccn2)CC1)NCCc1ccccc1	0.0	-1.0	102.0	0.0	-5.0	-1.0	99.0	100.0	102.0	98.0	103.0
O=C(CCCN1C(=O)CCC1=O)Nc1cccc(C(F)(F)F)c1	0.0	0.0	98.0	1.0	2.0	0.0	98.0	99.0	99.0	101.0	97.0
COc1ccccc1NC(=O)N1CCCC1C(=O)Nc1nnc(C(C)C)s1 (stereo not given)	-5.0	2.0	92.0	3.0	-4.0	-7.0	96.0	95.0	96.0	95.0	94.0
COc1cc(/C=C2\S/C(=N/S(=O)(=O)c3ccc(C)cc3)NC2=O)c([N+](=O)[O-])cc1OC	22.0	6.0	98.0	-2.0	11.0	0.0	98.0	97.0	100.0	97.0	99.0

Whole records as entered above:
`Cc1ccccc1OCCc1c(C)[nH]c(=S)[nH]c1=O` is entered as Bim-Bcl-2: -7.0; Bim-Bcl-XL: -5.0; Rab2A wt mod: 94.0; Bcl-W Bim block: -6.0; Bim-Bcl-B: -10.0; Bim-Bfl-1: -8.0; HRas wt GTP: 94.0; Rab7 wt modul: 94.0; Rac1 wt modul: 94.0; Rac1 act GTP bind: 94.0; Cdc42 wt: 90.0
`COc1ccccc1NC(=O)N1CCCC1C(=O)Nc1nnc(C(C)C)s1` (stereo not given) is entered as Bim-Bcl-2: -5.0; Bim-Bcl-XL: 2.0; Rab2A wt mod: 92.0; Bcl-W Bim block: 3.0; Bim-Bcl-B: -4.0; Bim-Bfl-1: -7.0; HRas wt GTP: 96.0; Rab7 wt modul: 95.0; Rac1 wt modul: 96.0; Rac1 act GTP bind: 95.0; Cdc42 wt: 94.0

Further entries follow.
SMILES	Bim-Bcl-2	Bim-Bcl-XL	Rab2A wt mod	Bcl-W Bim block	Bim-Bcl-B	Bim-Bfl-1	HRas wt GTP	Rab7 wt modul	Rac1 wt modul	Rac1 act GTP bind	Cdc42 wt
COc1cc(OC)cc(C(=O)NC(=S)NCCc2ccccc2)c1	-4.0	-2.0	101.0	-3.0	-2.0	-1.0	102.0	98.0	101.0	100.0	100.0
O=C(Cc1ccccc1)Nc1ccccc1N1CCCC1	-1.0	0.0	99.0	0.0	-2.0	-4.0	96.0	102.0	100.0	96.0	99.0
Cc1ccc(N/N=C2\CS(=O)(=O)N(C)c3ccsc32)cc1	-3.0	0.0	98.0	-1.0	-5.0	1.0	96.0	99.0	97.0	95.0	97.0
COc1ccc(C)cc1NC(=O)CN1CCN(S(=O)(=O)c2ccc(F)cc2)CC1	-6.0	-2.0	103.0	-1.0	-1.0	0.0	102.0	94.0	102.0	100.0	103.0
COC(=O)c1sc(S(=O)(=O)Nc2ccc3cn[nH]c3c2)c(C(=O)OC)c1C	-9.0	-8.0	98.0	0.0	-8.0	-15.0	99.0	95.0	103.0	97.0	99.0
O=C(NNC1=C(C(=O)C(F)(F)F)CCC1)c1ccc(Br)cc1	2.0	-2.0	94.0	3.0	1.0	3.0	94.0	94.0	97.0	97.0	98.0
N#CC1=C(N)C(C#N)(C#N)C(c2ccncc2)C2CN(C(=O)OCc3ccccc3)CC=C12 (stereo not given)	2.0	-5.0	92.0	-6.0	-7.0	0.0	95.0	91.0	95.0	93.0	95.0
CC(=O)c1sc(N/N=C\c2ccccc2O)nc1C	0.0	0.0	85.0	-2.0	-8.0	-4.0	89.0	90.0	95.0	89.0	92.0
COc1ccccc1C(=O)Nc1ccc(Cc2ccncc2)cc1	-3.0	-8.0	98.0	-3.0	-7.0	-2.0	98.0	102.0	105.0	98.0	99.0
CCc1ccc(CCC(=O)Nc2nnc(CC)s2)o1	-16.0	-4.0	101.0	3.0	-11.0	-12.0	100.0	101.0	102.0	98.0	102.0
COCC(C)n1c(C)cc(C(=O)COC(=O)/C=C/c2cccc(F)c2)c1C (stereo not given)	-1.0	-3.0	89.0	-2.0	0.0	-7.0	91.0	92.0	88.0	87.0	86.0
CC(C)N(C)C1CCN(C(=O)Nc2ccc(Cl)c(Cl)c2)CC1	-2.0	-5.0	101.0	-6.0	-4.0	-3.0	104.0	103.0	107.0	102.0	104.0
CCC(C)NS(=O)(=O)c1ccc(NS(=O)(=O)c2ccc(F)cc2)cc1 (stereo not given)	-3.0	-2.0	93.0	-4.0	-4.0	-1.0	94.0	91.0	92.0	93.0	94.0
Cc1ccccc1C(=O)/C=C1/c2ccccc2CC(C)(C)N1C	2.0	-4.0	102.0	-3.0	-1.0	0.0	100.0	103.0	101.0	96.0	100.0
Cc1ccccc1-n1c(=O)cc(N2CC(C)OC(C)C2)[nH]c1=O (stereo not given)	-2.0	-4.0	108.0	-5.0	-2.0	-5.0	108.0	106.0	107.0	104.0	110.0
Cc1ccc(C2=NCCNC2=O)c(C)c1	-3.0	1.0	104.0	0.0	1.0	-1.0	107.0	108.0	100.0	101.0	107.0
COc1ccc(-c2c[n+]3c(n2-c2ccccc2)CCCCC3)cc1	0.0	-3.0	99.0	-5.0	-5.0	0.0	98.0	100.0	102.0	100.0	100.0
CNCc1cn2cc(Cl)ccc2n1	-6.0	-4.0	99.0	-5.0	-4.0	-5.0	98.0	98.0	99.0	98.0	98.0
N#CCc1ccc(NC(=O)/C=C/c2ccc([N+](=O)[O-])o2)cc1	0.0	1.0	101.0	1.0	-1.0	-3.0	97.0	100.0	102.0	97.0	100.0
C=CCN1C(=O)c2oc3ccccc3c(=O)c2C1c1ccc(O)c(OC)c1 (stereo not given)	-5.0	-5.0	102.0	0.0	-7.0	-10.0	100.0	99.0	103.0	98.0	101.0
CCC(Sc1nc2ccccc2c(=O)n1CC1CCCO1)C(=O)NCc1cccnc1 (stereo not given)	-9.0	-5.0	101.0	-1.0	-5.0	-15.0	101.0	103.0	104.0	98.0	101.0
CCN(CC)Cc1c(O)ccc2c(=O)c(Oc3ccccc3OC)coc12	-8.0	-4.0	102.0	0.0	-7.0	-16.0	100.0	99.0	109.0	102.0	101.0
Cc1ccc(OCC(=O)Nc2ccccc2N2CCCC2)c(C)c1	0.0	-3.0	97.0	-2.0	-9.0	-5.0	96.0	96.0	96.0	94.0	101.0
CN(C)C(=O)c1cn(-c2ccccc2)nc1-c1cc2ccccc2o1	0.0	0.0	96.0	1.0	0.0	2.0	93.0	99.0	94.0	97.0	95.0
C#CCn1ccc(O)c(Cc2c(F)cccc2Cl)c1=O	-1.0	0.0	96.0	0.0	-3.0	-5.0	97.0	104.0	98.0	94.0	99.0
CC(C)(C)NC(=O)NC(=O)Cn1cc(C(F)(F)F)ccc1=O	-3.0	9.0	98.0	0.0	0.0	-2.0	100.0	97.0	98.0	95.0	99.0
O=C(NCCO)c1ccc(-c2nnc(N3CCOCC3)c3ccccc23)cc1	0.0	0.0	99.0	-1.0	-2.0	-1.0	100.0	100.0	107.0	99.0	102.0

Assay outcomes as filed in PubChem BioAssay.
